# High-throughput results from PubChem.
# Tau fluor counter – counter-screen for tau fibril formation inhibitors; Potency, µM (series often up to 57.7 µM), for the others: top-dose activity change, negative = decrease; 280,000 compounds, 0.93% hits; tau K18 P301L Alexa594 fluorescence, heparin fibrillization; also: % is scaled to controls: 0 for no effect and ±100 for the full control effect; nearly all actives have a fitted effect of over 55% in size
#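 Human tau K18 P301L (15 uM unlabeled, 0.24 uM Alexa 594-labeled) in 100 mM sodium acetate pH 7 with 20 uM heparin, 6 hr at 37 C. ThT 30 uM added, 1 hr ambient; Alexa 594 FP and total fluorescence read at 555/632 nm.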
# GLA spleen mod – inhibitors or activators of human alpha-galactosidase in spleen homogenate. AID 2107. P06280. human spleen homogenate, 4MU-alpha-Gal fluorescence, 40 min. Potency, µM (series often up to 80 µM), inactives show top-dose activity change, negative = inhibition, actives largely listed as inhibitors. 240,000 compounds, 0.008% hits;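 also: 0% = enzyme with vehicle and -100% = no enzyme basal signal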
#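 Inhibition or activation of alpha-galactosidase in human spleen homogenate is scored by 4-MU fluorescence after 40 min at 37C, pH 5.0, with 1 mM substrate. AC50s come from concentration-response fitted to the Hill equation.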
# NPSR antagonist – antagonists of human neuropeptide S receptor cAMP signaling; CHO-NPSR cells, cAMP TR-FRET, antagonist mode; Q6W5P4; 220,000 compounds, 1% hits; Potency, µM (series often up to 38.3 µM), for inactives: at the highest dose activity change, negative = inhibition, hits mostly inhibitors; also: % is scaled to controls: 0 for no effect and ±100 for the full control effect; nearly all actives have a fitted effect of over 50% in size; many of its hits are not listed in these tables
# Target sequence (Q6W5P4 whole entry, looked up): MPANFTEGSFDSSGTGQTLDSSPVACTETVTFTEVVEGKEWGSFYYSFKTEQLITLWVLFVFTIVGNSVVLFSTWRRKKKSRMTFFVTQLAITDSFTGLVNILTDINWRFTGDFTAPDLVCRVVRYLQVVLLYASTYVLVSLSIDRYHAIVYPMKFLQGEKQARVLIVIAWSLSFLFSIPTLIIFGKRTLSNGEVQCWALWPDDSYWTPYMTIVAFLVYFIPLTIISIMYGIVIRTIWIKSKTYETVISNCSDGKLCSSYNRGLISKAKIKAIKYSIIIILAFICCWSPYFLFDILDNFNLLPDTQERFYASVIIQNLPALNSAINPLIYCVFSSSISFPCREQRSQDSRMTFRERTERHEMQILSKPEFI
# GAA inhib – inhibitors of human lysosomal alpha-glucosidase; P10253; purified human GAA, 4-MU-alpha-glucoside fluorescence; Potency, µM (top dose mostly 76.9 µM), without a hit: at the highest dose activity change, negative = inhibition, most hits filed as inhibitors; 200,000 compounds, 0.005% hits;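 also: plate controls were uninhibited enzyme wells for no effect and no-enzyme background for full effect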
#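 Endpoint fluorogenic read: 20 min room-temperature reaction of 4 nM human alpha-glucosidase with 400 uM 4-methylumbelliferyl-alpha-D-pyranoside, pH 5.0, quenched with 1M NaOH/1M glycine pH 10. AC50 from Hill modeling.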
# ALDH1A1 block – inhibitors of human aldehyde dehydrogenase 1A1 | AID 1030 | 220,000 compounds, 7.3% hits | P00352 | Purified ALDH1A1, NADH fluorescence, propionaldehyde substrate | Potency, µM (highest dose often 75.3 µM), inactives show at the highest dose activity, negative = inhibition, hits mostly inhibitors; active = well fitted inhibition curve with a large enough effect, not every such curve was filed as active; inconclusive = small, poorly fitted or top-dose-only effect, or another doubt; inactive = no such curve, though single readings can be large or run the other way;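 also: plate controls were no enzyme wells and a reference inhibitor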
# Target sequence (P00352 whole entry, looked up): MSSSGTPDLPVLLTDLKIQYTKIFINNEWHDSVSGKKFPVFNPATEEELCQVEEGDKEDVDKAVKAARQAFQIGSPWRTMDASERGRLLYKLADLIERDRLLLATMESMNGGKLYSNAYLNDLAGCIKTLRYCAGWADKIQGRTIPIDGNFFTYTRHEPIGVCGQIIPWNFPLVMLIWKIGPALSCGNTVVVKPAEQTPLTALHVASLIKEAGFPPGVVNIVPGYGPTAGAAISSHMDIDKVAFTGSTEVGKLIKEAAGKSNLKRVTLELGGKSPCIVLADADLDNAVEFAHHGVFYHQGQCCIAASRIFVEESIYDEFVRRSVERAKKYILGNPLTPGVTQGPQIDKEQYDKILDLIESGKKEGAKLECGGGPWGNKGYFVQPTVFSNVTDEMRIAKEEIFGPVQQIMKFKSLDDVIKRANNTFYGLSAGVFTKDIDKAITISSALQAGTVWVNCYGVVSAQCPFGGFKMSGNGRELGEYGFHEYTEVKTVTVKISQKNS
# Epigenetic reg – regulators of epigenetic silencing causing reporter derepression in mouse cells; 280,000 compounds, 0.2% hits; murine LDR cells, GFP reporter derepression, 30 h; Potency, µM (titrated, usually from 53.9 µM), without a hit: top-dose GFP activation, most hits filed as activators; also: % of control where 0% means no effect; nearly all actives have a fitted effect of over 60% in size
#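 Derepression of a silenced CMV-GFP reporter in murine LDR cells is scored by enumerating GFP-positive cells with a laser-scanning microplate cytometer after 30 hours of treatment at 37 C.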
# GAA spleen mod – inhibits or activates alpha-glucosidase in human spleen homogenate | 240,000 compounds, 0.006% hits | human spleen homogenate, 4-MU-alpha-glucoside fluorescence | P10253 | Potency, µM (doses to about 79.9 µM), for inactives: at the highest dose activity change, negative = inhibition, hits mostly inhibitors;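 also: 0% = enzyme with vehicle and -100% = no enzyme basal signal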
#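 Enzyme source: human spleen homogenate, 1 ug/well. Buffer 50 mM citric acid/K phosphate pH 5.0, 0.01% Tween-20. 4-MU-alpha-glucoside 1 mM; 37 C x 40 min; NaOH/glycine stop; fluorescence.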
# GAA glycogen mod – GAA glycogen-cleavage inhibition or activation; Potency, µM (series often up to 76.4 µM), for the others: at the top dose activity change, negative = inhibition, hits mostly inhibitors; P10253; 300,000 compounds, 0.38% hits; AID 2100; recombinant GAA, glycogen substrate, Amplex Red glucose oxidase fluorescence;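 also: 0% = full enzyme reaction and -100% = no-enzyme basal signal; the screen sought inhibitors and activators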
#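 Recombinant enzyme (4 nM final) with compounds titrated up to 77 uM and bovine liver glycogen (30 ug) in citrate pH 5.0, 0.01% Tween-20, 37 C 40 min. Released glucose detected by Amplex Red/glucose oxidase (Ex 573/Em 610); AC50 from Hill fits.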
# * = called active by the depositor; ? = inconclusive; · = not tested or not shown; [ ] = remark or other dose. Unless noted, calls follow the shape of the dose curve; as a rule, active = well fitted curve in the direction sought with a large enough effect; inconclusive = small, poorly fitted or top-dose-only effect, or another doubt; inactive = no such curve, though single readings can be large; an effect the other way counts as inactive or inconclusive. Potency is read from the fitted curve at half-maximal effect.
SMILES,Tau fluor counter,GLA spleen mod,NPSR antagonist,GAA inhib,ALDH1A1 block,Epigenetic reg,GAA spleen mod,GAA glycogen mod
O=C(CSc1nnc2ccc3ccccc3n12)N1CCOCC1,5%,5%,14%,?,3%,-5.1%,3%,-4%
CCOC(=O)c1ccc(NC(=S)N2CCN(c3ccc(N4CCOCC4)nn3)CC2)cc1,-10%,-2%,?,4%,-3%,-1.1%,5%,-24%
COc1cccc(OC)c1OCCCOc1ccc([N+](=O)[O-])cc1Cl,-25%,-3%,1%,-1%,-2%,-1.1%,-3%,-4%
Cc1ccc(C2=NN(CC(=O)NCc3cccs3)C(=O)CC2)cc1,4%,4%,9%,-6%,1%,16%,1%,-3%
O=C(NCc1cccs1)c1cc(-c2cccs2)on1,-3%,8%,0%[46.1 µM],3%,6%,4.1%,2%,-2%
COC(=O)Cn1c(C)nc([N+](=O)[O-])c1Br,-9%,-1%,-5%,-8%,1%,5.9%,·,-18%
CCN(c1ccccc1)S(=O)(=O)c1cc(C(=O)Nc2cccc(Cl)c2)ccc1F,?,-2%,-12%[46.1 µM],-1%,-4%,0.0%,-4%,-8%
CCCCCC/C=C/c1ccc(OC)c([C@H]2[C@H]3C=CC[C@@H](C)[C@@H]3C(=O)N2Cc2ccccc2)c1,-3%,1%,-1%,·,·,1.9%,8%,4%
COc1cc2nc(C3CCC3)n(NC(=O)C3CCC(OC)CC3)c(=O)c2cc1OC (configuration not stated),-7%,3%,-3%[46.1 µM],-3%,-12%,-0.2%,0%,-2%
CCN1CCN(CCCNC(=O)C2c3ccccc3C(=O)N(C)C2c2ccc(OC)cc2)CC1 (configuration not stated),-3%,-5%,-10%[46.1 µM],3%,3%,-0.1%,-9%,0%
COc1ccc(CN2CCn3nc(C(=O)NC4CC4)cc3C2=O)cc1,7%,-5%,14%,3%,-12%,-1.4%,11%,-3%
CCOC(=O)c1cnn2cc(-c3[nH]ncc3[N+](=O)[O-])cnc12,-5%,17%,6%,-5%,20%,1.1%,-7%,6%
Cc1ccc(CNC(=O)C(=O)NCCC2=CCCCC2)cc1,2%,-7%,6%,8%,3%,0.0%,-7%,3%
COc1ccccc1NC(=S)NNC(=O)c1nn(C)c(C)c1Br,-17%,6%,1%,1%,?,-1.8%,-10%,?
Cc1ccccc1OCCNC(=O)/C=C/c1ccccc1,-7%,-3%,-3%,-10%,?,0.1%,-4%,3%
CCCN(CC1CC1)C(=S)Nc1ccc(Oc2ccccc2)cc1,?,-2%,-19%[46.1 µM],4%,-7%,0.0%,-2%,3%
Cc1nc(C(F)(F)F)c(C(=O)NC(=O)Nc2ccc(OC(F)(F)F)cc2)s1,-23%,-3%,-7%[46.1 µM],-4%,7%,-0.9%,-6%,?
O=C(COc1c(Br)cc(Br)c2cccnc12)N1CCCCC1,-6%,-6%,-50%,3%,?,0.0%,-11%,3%
Cc1ccccc1NC(=O)C(C)n1c2ccccc2c2nc(=O)cc(C)n21 (configuration not stated),20%,-2%,-2%,·,·,-1.0%,-3%,-5%
O=C(C1CCCCC1)N(CCN1CCN(c2ccccc2CO)CC1)c1ccccn1,-8%,8%,·,·,-3%,0.0%,-3%,·
CC(=O)Nc1cc2ccc(OC(C)=O)cc2oc1=O,-6%,?,13%[46.1 µM],?,?,-2.9%,23%,-15%
C=CCn1c(SCc2csc(C)n2)nc2sc3c(c2c1=O)CCCC3,-17%,2%,?,-4%,?,-1.0%,-2%,-1%
O=C(Nc1ccc(-c2nc3c(ccc4ccccc43)o2)cc1)c1ccco1,-27%,14%,-7%[46.1 µM],?,?,5.8%,5%,-13%
CCC1S/C(=N/C(=O)NC2CCCCC2)NC1=O (configuration not stated),-8%,5%,-1%[46.1 µM],0%,-3%,-1.2%,1%,6%
Cc1ccc(-c2nn(CC(C)(C)C)c3ncnc(N)c23)cc1,-10%,-4%,·,·,-5%,-2.7%,12%,·

# (list continues)
SMILES,Tau fluor counter,GLA spleen mod,NPSR antagonist,GAA inhib,ALDH1A1 block,Epigenetic reg,GAA spleen mod,GAA glycogen mod
COC(=O)Nc1cc(C(F)(F)F)ccc1N1CCN(c2ccccc2)CC1,-20%,-7%,-23%[46.1 µM],-15%,-2%,-2.1%,3%,5%
CCN(CC)CCOC(=O)C1(c2ccc(OC)c(OC)c2)CCCC1,5%,7%,10%[46.1 µM],-2%,-24%,1.0%,10%,-3%
C=C(C)CCOC(=O)C(CC(=O)O)NCc1ccco1 (configuration not stated),-16%,-1%,3%[7.67 µM],·,·,1.1%,5%,1%
COc1cccc(-n2nnc(S(=O)(=O)c3ccc(C)cc3)c2N)c1,-14%,6%,2%,2%,9%,-0.1%,5%,-6%
Cc1cccn2c(CNC3CCCc4ccccc43)c(C(=O)N3CCOCC3)nc12 (configuration not stated),-8%,0%,37%,·,·,0.5%,2%,0%
COc1cc2c(cc1OC)C1(C)N(CC2)C(C(C)=O)=NN1c1ccc(Cl)cc1 (configuration not stated),?,8%,30%,·,·,-1.0%,-12%,-5%
COc1cc([N+](=O)[O-])ccc1NC(=S)NC(=O)CC(C)(C)C,-6%,-9%,-46%,2%,?,1.3%,0%,22%
O=C(NC(=S)Nc1ccc(N2CCOCC2)c(Cl)c1)c1cccs1,-30%,10%,-10%,7%,-88%,-2.7%,7%,-17%
C=CCN1c2ccccc2[C@]23C[C@@H](C(=O)OC)N=C2NC(C(=O)OC)=C(C(=O)OC)[C@H]13,0%[11.6 µM],16%[17.5 µM],12%,·,2%[13.5 µM],-2.3%,7%[17.4 µM],-11%
O=C(NCCC1=CCCCC1)c1ccc(=O)oc1,4%,4%,-6%[46.1 µM],-3%,-7%,-0.9%,-2%,12%
O=C(OCCN1C(=O)c2ccccc2C1=O)c1cc(S(=O)(=O)N2CCOCC2)ccc1Cl,-18%,0%,-13%[46.1 µM],2%,1%,-0.9%,1%,-13%
CC(=O)c1c(C(C)=O)c(C)n(-c2nc(-c3cccs3)c(C)s2)c1C,-6%,-4%,-9%[46.1 µM],-7%,5%,1.7%,-3%,4%
O=[N+]([O-])c1ccc(/C=N\N2CCN(c3ccc(Cl)cc3)CC2)cc1,-16%,-1%,-1%[46.1 µM],-10%,15%,-0.9%,-8%,-10%
CC(=O)OC1C(=O)[C@@]2(C)C(O)CC3OC[C@]3(OC(C)=O)C2C(OC(=O)c2ccccc2)[C@]2(O)CC(OC(=O)C(O)C(NC(=O)c3ccccc3)c3ccccc3)C(C)=C1C2(C)C (some centres not stated),-9%,-2%,·,·,4%,1.1%,4%,·
CSc1ccccc1C(=O)NCc1ccccc1,-1%,-1%,15%,?,-1%,-7.9%,0%,4%
COCCN1C(=O)C(CC(=O)Nc2ccc(C(=O)O)cc2)SC1=Nc1ccccc1 (configuration not stated),0%,7%,-4%[46.1 µM],-10%,-4%,-0.8%,-2%,2%
C=CCn1c(C(C)NC(=O)CCC)nc2ccccc21 (configuration not stated),8%,4%,-1%[46.1 µM],2%,3%,-1.0%,2%,4%
O=C(COc1ccc(/C=N/NC(=O)c2ccc(O)cc2)cc1)Nc1cccc([N+](=O)[O-])c1,-23%,-13%,3%,-3%,-3%,-0.5%,1%,2%
CN(Cc1ccccc1)C(=O)COc1ccccc1,-1%,7%,5%,2%,-9%,-1.0%,-15%,-2%
O=C1CCC(C(=O)NCCN2C(=O)S/C(=C\c3cccnc3)C2=O)=NN1,-7%,2%,-9%,5%,-8%,0.0%,11%,5%
O=C(CSc1n[nH]c(-c2ccncc2)n1)Nc1ccccn1,0%,-1%,-7%[46.1 µM],2%,9%,-0.7%,-1%,5%
CCOC(=O)C(CC)/C(C)=N/NC(=O)c1ccc([N+](=O)[O-])cc1 (configuration not stated),-1%,11%,3%[46.1 µM],3%,?,0.2%,-1%,?
CCC(C)c1ccc(OCc2ccc(C(=O)OC)o2)cc1 (configuration not stated),-21%,-4%,18%,·,·,1.1%,-6%,-5%
CCN(CC)CCN1C(=O)C(O)=C(C(C)=O)C1c1ccccc1[N+](=O)[O-] (configuration not stated),-7%,-4%,9%,·,·,0.0%,-2%,-2%
CCOc1ccccc1N(C(=O)Cn1nnnc1-c1ccc(C)o1)C(CC)C(=O)NC(C)(C)C (configuration not stated),2%,-4%,-22%[46.1 µM],-5%,?,0.2%,1%,-9%

# Remaining list, next part:
SMILES,Tau fluor counter,GLA spleen mod,NPSR antagonist,GAA inhib,ALDH1A1 block,Epigenetic reg,GAA spleen mod,GAA glycogen mod
COC(=O)c1cn(NC(=O)c2cccc(F)c2)c(=O)c2ccccc12,-2%,-1%,-8%[46.1 µM],1%,0%,1.0%,-1%,1%
CCOC(=O)C1C(=O)C=C(c2ccc(NS(C)(=O)=O)cc2)CC1c1ccco1 (configuration not stated),-28%,5%,-21%[46.1 µM],?,?,-1.5%,0%,1%
Cc1nc2nc[nH]n2c(=O)c1NC(=O)CCc1ccccc1,-2%,1%,9%[46.1 µM],0%,4%,-4.2%,-5%,7%
O=C(COc1ccccc1Cl)Nc1ccc2c(c1)OCCO2,-20%,10%,-16%[46.1 µM],-3%,3%,-1.0%,-2%,-1%
O=C(NNC(=O)C1CCN(c2ncccn2)CC1)c1ccc(Cl)cc1,-15%,-10%,-16%,7%,7%,0.1%,-4%,19%
CCc1ccc(NC(=S)NCc2ccccc2)cc1,-21%,4%,-26%,-3%,-6%,-1.5%,4%,-9%
NS(=O)(=O)c1ccc(NC(=O)COc2ncnc3c2cnn3-c2ccccc2)cc1,8%,12%,10%,12%,3%,1.1%,6%,-1%

# 5 entries from above, with values under each structure:
# Results follow in this order: Tau fluor counter | GLA spleen mod | NPSR antagonist | GAA inhib | ALDH1A1 block | Epigenetic reg | GAA spleen mod | GAA glycogen mod
> CCOC(=O)C1C(=O)C=C(c2ccc(NS(C)(=O)=O)cc2)CC1c1ccco1 (configuration not stated)
→ -28% | 5% | -21%[46.1 µM] | ? | ? | -1.5% | 0% | 1%
> Cc1nc2nc[nH]n2c(=O)c1NC(=O)CCc1ccccc1
→ -2% | 1% | 9%[46.1 µM] | 0% | 4% | -4.2% | -5% | 7%
> O=C(COc1ccccc1Cl)Nc1ccc2c(c1)OCCO2
→ -20% | 10% | -16%[46.1 µM] | -3% | 3% | -1.0% | -2% | -1%
> O=C(NNC(=O)C1CCN(c2ncccn2)CC1)c1ccc(Cl)cc1
→ -15% | -10% | -16% | 7% | 7% | 0.1% | -4% | 19%
> CCc1ccc(NC(=S)NCc2ccccc2)cc1
→ -21% | 4% | -26% | -3% | -6% | -1.5% | 4% | -9%

# These rows are one share of the data; the hit share may differ from the screen's.
